Rac1 GTP hydrolysis – MgcRacGAP GTPase-activating activity inhibitors, confirmation, biochemical, ADP Hunter fluorescence. MgcRacGAP-stimulated Rac1 GTP hydrolysis, ADP Hunter fluorescence; higher % means a stronger effect; GST-tagged Rac1 F28L mutant substrate. inhibition, % at 30 µM; hits with a dose series show IC50 in µM. hit rate 0.6% among 340,000. AID 624330;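 active = first-screen hits whose inhibition reached a set limit at any dose in the follow-up dose series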;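 note: fluorescence reports GDP produced by GAP-driven GTP hydrolysis; strong numbers were not always called active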
Active calls of the source: *. Some of the compounds tested; rates above refer to the full screens.

SMILES	Rac1 GTP hydrolysis
COc1ccccc1-c1n[nH]nc1C1=CC(=O)CC(C)(C)C1	13.0%
COc1ccc(CCN(C)C(=O)CSc2nc3ccccc3c(=O)n2CC2CCCO2)cc1OC (stereo not given)	-3.0%
CCOC(=O)Nc1ccc2nc(-c3cscn3)[nH]c2c1	4.2%
CC(C)(C)OC(=O)N1Cc2cc3ccccc3nc2C1	8.9%
Cc1ccc(OCC(=O)Nc2ccc3c(c2)nc(CCN2CCN(c4ccccn4)CC2)n3C)cc1	15.1%
Cc1ccc(S(=O)ONc2cccc(NOS(=O)c3ccc(C)cc3)c2)cc1 (stereo not given)	7.3%
C#CCN(C[C@H]1[C@H](OC(=O)NC2CCCC2)[C@H](OC(=O)NC2CCCC2)C[C@H]2C(=O)N(c3ccccc3)C(=O)[C@@H]12)S(=O)(=O)c1ccc(C)cc1	7.9%
CCOc1ccccc1C(=O)N[C@H](C(=O)OCC(=O)Nc1nnc(-c2ccccc2)o1)C(C)C	2.1%
CCCNC(=O)N(C)C[C@@H]1Oc2cc(C#CC(C)(C)O)ccc2S(=O)(=O)N([C@H](C)CO)C[C@H]1C	2.3%
COc1cc(OC)c(OC)cc1/C=C/C(=O)OCC(=O)Nc1c(C)n(C)n(-c2ccccc2)c1=O	4.7%
O=[N+]([O-])c1ccc(CS(=O)c2ccccc2)cc1 (stereo not given)	8.5%
CCOC(=O)c1cc(-c2sc(NC(=O)c3ccccc3)nc2C)n(-c2ccc(Br)cc2)n1	5.3%
Cc1csc(SCC(=O)Nc2cc(F)ccc2C)n1	9.1%
CC1=CC(=O)Nc2ccccc2S1	8.4%
CCCn1cnc2c(SCc3ccc(Cl)cc3)nc(N)nc21	5.7%
O=c1cc2c(c(-c3ccccc3)n1Cc1ccccc1)[C@@H](CCO)NC2	2.6%
CCOc1ccccc1C(=O)NC(C(=O)OCC(=O)NNC(=O)c1cccs1)C(C)C (stereo not given)	19.4%
Cc1nc(N(C)C2CCCCC2)c2nnn(Cc3ccc(F)cc3)c2n1	9.3%
CCc1ccccc1OCC(=O)Nc1nnc(C2CC2)s1	4.1%
Cc1ccccc1NC(=O)COC(=O)COc1ccc2ccc(=O)oc2c1	5.7%

4 compounds out of the list, arranged by molar mass, smallest number first.
SMILES	Rac1 GTP hydrolysis
CC1=CC(=O)Nc2ccccc2S1	8.4%
O=[N+]([O-])c1ccc(CS(=O)c2ccccc2)cc1 (stereo not given)	8.5%
Cc1csc(SCC(=O)Nc2cc(F)ccc2C)n1	9.1%
CCOC(=O)c1cc(-c2sc(NC(=O)c3ccccc3)nc2C)n(-c2ccc(Br)cc2)n1	5.3%

Carrying on:
SMILES	Rac1 GTP hydrolysis
C[C@H](CO)N1C[C@H](C)[C@H](CN(C)Cc2cncnc2)Oc2ncc(C#CC3(O)CCCC3)cc2C1=O	6.7%
C[C@H](O)[C@@H]1C(=O)N2CCc3ccc(-c4ccccc4)cc3[C@@H]2C[C@@H]1N(C)C(=S)Nc1ccc(F)cc1	14.7%
COc1ccc(C)cc1NC(=O)NC1CC(=O)N(c2ccc3c(c2)OCCO3)C1 (stereo not given)	10.3%
O=C(NC1(C(=O)O)CCCC1)c1ccccc1	-3.2%
Cc1noc(C)c1S(=O)(=O)Nc1ccc2c(c1)C(=O)N([C@H](C)CO)C[C@H](C)[C@@H](CN(C)C(=O)CCCN(C)C)OCCCC[C@@H](C)O2	11.4%
CCCN(CC(=O)Nc1ccccc1C)C(=O)/C=C/c1ccc(OC)c(OC)c1	-26.5%
O=C(CN1CCN(c2ccccc2)CC1)Nc1ccccc1C(=O)NCCc1ccccc1	15.8%
C[C@H]1CN([C@@H](C)CO)C(=O)CCCn2nncc2CO[C@@H]1CN(C)Cc1ccccc1	6.5%
CN(Cc1ccccc1)CC1C2CCC(C2)C1O (stereo not given)	3.6%
CC(C)(C)c1cc(NC(=O)COC(=O)c2ccccc2)n(-c2ccccc2)n1	10.9%
Cc1ccc(OCCC(=O)OCC(=O)Nc2ccc(C)c(S(=O)(=O)N3CCOCC3)c2)cc1	0.7%
C[C@@H]1Cn2cnc(C(=O)NCc3ccc(CNC(=O)OC(C)(C)C)cc3)c2C(=O)N1	-12.0%
COc1ccc(CN(C)C[C@@H]2OCc3cnnn3CCCC(=O)N([C@H](C)CO)C[C@H]2C)cc1	17.3%
CCN(CC)C(=O)Cn1cc(C(=O)C(=O)Nc2ccc3c(c2)OCO3)c2ccccc21	10.4%
CCc1ccc(/C=C2\SC(=S)N(CCCC(=O)N3CCN(C)CC3)C2=O)cc1	5.9%
COC(=O)c1ccc(/C=C2\SC(=S)N(CCCC(=O)N3CCOCC3)C2=O)cc1	5.1%
COc1cc(C(=O)NCC(c2cccs2)N2CCOCC2)ccc1OCc1ccc(Cl)cc1 (stereo not given)	5.3%
N#CC(C#N)=C1SC(=Nc2ccccc2)C(=Nc2ccccc2)N1c1ccccc1	12.4%
O=C(NCCOc1ccccc1)c1cccc(S(=O)(=O)N2CCN(Cc3ccccc3)CC2)c1	7.2%
CCOc1ccccc1-n1nnnc1SCC(=O)N(C)C1CCS(=O)(=O)C1 (stereo not given)	-26.8%
O=C1C=C(N2CCOCC2)c2cccc3cccc1c23	2.1%
COc1cc(/C=C2\CCC(C)C3=C(c4cc(OC)c(OC)c(OC)c4)C(C#N)=C(N)OC32)cc(OC)c1OC (stereo not given)	1.8%
COc1ccc(C=C2CCC3C(CCCC34OCCO4)C2=O)cc1 (stereo not given)	5.5%
COc1cc(C(C)=NNC(=O)c2ccncc2)ccc1O	49.6µM*
Cc1cc(CNCCN(C)C)c(C)n1-c1cc(S(=O)(=O)N2CCOCC2)ccc1N1CCCC1	22.1%
Cc1ccc(C(=O)O)cc1NC(=O)CCc1c(C)noc1C	0.4%
Cc1nc(NC(=O)C(C)(C)C)sc1-c1csc(N)n1	15.8%
CCOc1ccccc1OCCCC(=O)N1CCN(S(=O)(=O)c2cc(F)ccc2F)CC1	2.3%
CC(=O)Nc1ccc(S(=O)(=O)Nc2nnc(C)s2)cc1	21.1%
S=C1SCN(Cc2cccs2)CN1Cc1cccs1	6.5%
CC(Sc1nc2ccccc2c(=O)n1CCCN1CCOCC1)C(=O)N1CCc2ccccc21 (stereo not given)	6.6%
COc1cccc(N2C(=O)CC(N3CCN(S(=O)(=O)c4ccccc4[N+](=O)[O-])CC3)C2=O)c1 (stereo not given)	4.8%
COc1ccc(NC(=O)c2oc3ccccc3c2NC(=O)c2ccc(OC)c(OC)c2)c(OC)c1	5.0%
C#CCN(C[C@@H]1[C@@H](OC(=O)NCc2ccco2)[C@@H](OC(=O)NCc2ccco2)CN(C(=O)OC(C)C)N1C(=O)OC(C)C)S(=O)(=O)c1ccc(C)cc1	-0.3%
CC1=C(C(=O)N(C)C)CC(CC(=O)NCC2CCCCC2)C(=O)N1Cc1ccccc1 (stereo not given)	9.4%
CCCNC(=O)C[C@H]1C[C@H]2c3cc(NC(=O)Nc4ccc(F)cc4)ccc3O[C@H]2[C@@H](CO)O1	16.1%
COc1ccc(CCN2CC(C(=O)N(C)Cc3ccccn3)CCC2=O)cc1 (stereo not given)	14.7%
OCCN(CCO)c1cc2c3ccccc3ccc2c2ccccc12	16.0%
CC1CCN(C(=O)CCCl)c2ccccc21 (stereo not given)	-1.9%
COc1ccc2cc(C3=CC(=O)CC(C)(C)C3=O)ccc2c1	6.6%

3 neighbouring entries out of the list so far, quoted:
SMILES	Rac1 GTP hydrolysis
COc1cccc(N2C(=O)CC(N3CCN(S(=O)(=O)c4ccccc4[N+](=O)[O-])CC3)C2=O)c1 (stereo not given)	4.8%
COc1ccc(NC(=O)c2oc3ccccc3c2NC(=O)c2ccc(OC)c(OC)c2)c(OC)c1	5.0%
C#CCN(C[C@@H]1[C@@H](OC(=O)NCc2ccco2)[C@@H](OC(=O)NCc2ccco2)CN(C(=O)OC(C)C)N1C(=O)OC(C)C)S(=O)(=O)c1ccc(C)cc1	-0.3%

Remaining list, next part.
SMILES	Rac1 GTP hydrolysis
C[C@@H](NS(=O)(=O)c1cc(Cl)ccc1F)[C@H](O)c1ccccc1	9.0%
Cc1ccc([C@@H]2C[C@H]3[C@@H](CN2S(=O)(=O)c2ccc(C)cc2)C(=O)C[C@@H](c2cccc(Cl)c2)N3S(=O)(=O)c2ccc(C)cc2)cc1	11.7%
CC(=O)Nc1cccc(C(=O)NN2C(=O)NC3(CCC(C)CC3)C2=O)c1 (stereo not given)	-7.3%
COc1ccc(C(=O)CSc2nc(=O)n(Cc3cccnc3)c3c2CCC3)cc1	6.7%
COc1ccccc1N1CCN(c2ccc3c(c2)S(=O)(=O)c2cccc(C(=O)NCC4CC4)c2C3=O)CC1	8.0%
Nc1ccc2cc3ccccc3cc2c1	17.6%
CC(C)C[C@H]1CNC(=S)N1CC1CCN(CCCCc2ccccc2)CC1	11.1%
CCN(CC)S(=O)(=O)c1ccc(N2CCOCC2)c(NS(=O)(=O)c2ccc(Cl)s2)c1	8.2%
Cc1ccc(OCC(=O)OCC(=O)NC2CCS(=O)(=O)C2)cc1C (stereo not given)	5.8%
COc1ccc(C#Cc2ccc3c(c2)O[C@@H](CN(C)C(=O)Nc2cccc(OC)c2)[C@H](C)CN([C@@H](C)CO)S3(=O)=O)cc1	7.8%
CCOC(=O)Nc1ccc2c3c(cccc13)-c1ccccc1-2	2.7%
CC1(C)CC(=O)C=C(c2ccc(CO)cc2)C1=O	12.7%
CCC/C=C/c1ccc(CN2C(C)C(=O)N(Cc3cn(CCC4OCCO4)nn3)CCS2(=O)=O)cc1 (stereo not given)	12.8%
O=S(=O)(NCC1CCCO1)c1ccc(Cl)c2ccccc12 (stereo not given)	9.3%
N#Cc1ccc(CC(=O)c2ccccc2)[nH]c1=O	0.4%
Cc1noc(C)c1C(=O)OC(C)C(=O)Nc1ccc([N+](=O)[O-])cc1C(F)(F)F (stereo not given)	12.6%
O=C(Nc1ccc2c(c1)[C@@H]1C[C@@H](CC(=O)N3CCCCC3)O[C@@H](CO)[C@@H]1O2)NC1CCCCC1	10.5%
COCCN(C(=O)COC(=O)CSc1cc(C)ccc1C)c1c(N)n(Cc2ccccc2)c(=O)[nH]c1=O	9.4%
CCN(CC)c1ccc(C(=C2C=CC(=[N+](CC)CC)C=C2)c2ccc(N(CC)CC)cc2)cc1	20.6µM*
CC(Cc1ccccc1)=NNS(=O)(=O)c1ccc([N+](=O)[O-])cc1	-9.1%
COc1ccc(Cl)cc1Nc1cc(C)nc2ncnn12	14.8%
O=C(COC(=O)c1ccc(S(=O)(=O)N2CCCCCC2)cc1)Nc1ccccc1C(F)(F)F	4.9%
CCCN(CCC)C(=O)C(c1ccccc1)C1(O)CCCCC1 (stereo not given)	2.3%
Cc1cccc(C=NOCCc2ccccc2)n1	2.7%
Cc1ccc(C)c2c1CCC(=Cc1ccccc1[N+](=O)[O-])C2=O	14.4%
O=[N+]([O-])c1cc([N+](=O)[O-])c(Oc2cccc3ccccc23)cc1NN1CCCCC1	4.1%
Nc1ncnc2nc(-c3ccccc3)[nH]c12	15.9%
CC(=O)OCC(=O)C1(O)CCC2C3CCC4=CC(=O)C=CC4(C)C3C(=O)CC21C (stereo not given)	-0.5%
CCN1C(=O)C(CC(=O)NCCc2ccccc2)N(NC(=O)c2ccc(Br)cc2)C1=S (stereo not given)	11.5%
COCOCCn1cc(CN2CCS(=O)(=O)N(Cc3ccc(-c4ccc(F)nc4)cc3)C(CC(C)C)C2=O)nn1 (stereo not given)	0.8%
COc1ccc(NS(=O)(=O)c2ccc(C)c(C(=O)NCc3ccccc3CN3CCCC3)c2)cc1	19.4%
O=C(Nc1ccc(C(=O)N2CCOCC2)cc1)C1CCCC1	4.8%
CN1C(=O)[C@H]2[C@@H](c3ccccc3)N[C@]3(CCCN(Cc4ccco4)C3=O)[C@H]2C1=O	16.2%
CC(NC1=CC(=O)c2cccnc2C1=O)C(O)c1ccccc1 (stereo not given)	-0.2%
S=C(NN=Cc1ccccn1)N(Cc1ccccn1)Cc1ccccn1	-5.6%
Cc1cc(C)n(-c2nc(SCCN3CCOCC3)c3c4c(sc3n2)CCCC4)n1	-1.3%
COc1ccc(NC(=O)C2CC3C=CC2C3)c([N+](=O)[O-])c1 (stereo not given)	-0.5%
O=c1c2ccccc2sn1-c1ccccc1F	41µM*
CCOc1ccc(NC(=O)c2ccc(F)c(S(=O)(=O)N3CCCC3)c2)cc1	10.8%
Cc1noc(NS(=O)(=O)c2ccc(NC(=O)/C=C/c3ccc(Cl)cc3Cl)cc2)c1C	8.4%
CCOC1CCCC(n2cnc3c(=S)nc[nH]c32)O1 (stereo not given)	4.0%
CSc1nc(N)nc2c1ncn2C1OC(CO)C(O)C1O (stereo not given)	6.6%
COc1ccc(CN(C)C[C@@H]2OCCCC[C@@H](C)Oc3ccc(N(C)C)cc3C(=O)N([C@H](C)CO)C[C@@H]2C)cc1	21.9%
Cc1ccc(N=Cc2ccccc2O)cc1Cl	-0.1%
CN(Cc1c(C(=O)N/N=C/c2c(F)cccc2Cl)nnn1-c1nonc1N)C1CCCCC1	2.8%
O=C(ONC(=O)C1CCCCC1C(=O)NOC(=O)c1ccccc1)c1ccccc1 (stereo not given)	-3.2%
COc1ccc2c(=O)cc(-c3ccncc3)oc2c1OC	5.0%
O=c1[nH]c2nc(Br)[nH]c(=O)c2[nH]1	9.0%
O=C1C(=Cc2cccc(O)c2O)SC(=S)N1CCCN1CCOCC1	45.5µM*
O=C(O)c1c[nH]c2ccc([N+](=O)[O-])cc2c1=O	1.5%
S=C1NCCN1CC1CCN(CCCC2CCCC2)CC1	10.2%
C=C1CC[C@@H]2[C@](C)(CCC[C@@]2(C)/C=C/[C@@H](O)C(C)(C)O)[C@H]1CC(=O)NCCS(=O)(=O)O	13.5%
Cn1c2ccccc2c(=O)c2ccc(NCc3ccc4c(c3)OCO4)cc21	11.2%
Cc1ccc(N2CC(O)CSC2=Nc2ccccc2)cc1 (stereo not given)	4.8%
CSc1ncnc2[nH]ncc12	-2.5%
Cc1ccc(NC(=O)c2ncn(CCCN3CCN(c4ncccn4)CC3)n2)cc1C	7.3%

2 entries from above in another layout.
compound,Rac1 GTP hydrolysis
CC(=O)Nc1ccc(S(=O)(=O)Nc2nnc(C)s2)cc1,21.1%
S=C1SCN(Cc2cccs2)CN1Cc1cccs1,6.5%

Bioassay records from PubChem BioAssay.
